Screening data deposited in PubChem BioAssay by National Center for Advancing Translational Sciences (NCATS).
PLK1 PBD block: qHTS for Inhibitors of PLK1-PDB (polo-like kinase 1 - polo-box domain): Primary Screen | Serine/threonine-protein kinase PLK1 (Homo sapiens), P53350 | Plk1 PBD binding of FITC phosphopeptide, fluorescence polarization | Potency, µM, for inactives: max response, negative = inhibition, hits mostly inhibitors | actives 2.8% (n = 360,000) | AID 720504, 2013; further: potency means the concentration at half of the fitted maximal effect; series mostly up to about 57 µM; on the % scale 0 is the no-effect control and ±100 the full control effect; nearly all actives have a fitted effect of over 65% in size
EPAC1 ag: qHTS for Agonist of cAMP-regulated guanine nucleotide exchange factor 3 (EPAC1): primary screen | Potency, µM (highest dose often 154 µM), inactives show at the highest dose activation, most hits filed as activators | actives 0.073% (n = 360,000) | EPAC1 agonist qHTS, biochemical assay; response scale: 100% = response to 6.5 mM cAMP | Rap guanine nucleotide exchange factor 3 (Homo sapiens), O95398; further: potency means the concentration at half of the fitted maximal effect; nearly all actives have a fitted effect of over 60% in size
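Compounds were pinned as a concentration titration into mixtures of EPAC1 (100 nM), BODIPY-GDP-loaded Rap1B (250 nM) and GDP (50 uM). After 5 min at room temperature, fluorescence was followed for 30 min; activity was scaled to 6.5 mM cAMP.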
IL-2 act: qHTS of IL-2 Activators; IL-2 activation reporter assay, cell-based qHTS; stimulated with anti-CD3/CD4/CD28 beads; in transgenic mouse T cells; activation, % (series mostly up to about 46 µM); actives 0.065% (n = 360,000); AID 652025, 2013; in the data active means activation above about 50%; inconclusive means mostly about 30% to 49%; further: 0% is about no effect
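Quantitative HTS in unstimulated transgenic mouse T cells, with memory T cells as non-tolerant control and PMA/ionomycin as tolerance-bypass control. Compound pretreatment lasted 60 minutes before 18 h bead stimulation; EGFP/DsRed fluorescence read.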
GLP1R cytotox: qHTS of GLP-1 Receptor Inverse Agonists: Cytotox Screen; HEK293 cAMP-luciferase reporter cells, luminescence, 24 h; Potency, µM (titrated, usually from 38.3 µM), without a hit: at the top dose activity change, negative = inhibition, hits mostly inhibitors; actives 0.13% (n = 410,000);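 further: loss of luciferase light is scored as toxicity; potency means the concentration at half of the fitted maximal effect; on the % scale 0 is the no-effect control and ±100 the full control effect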
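MLSMR compounds, 24 hr on cells at 37 deg C/5% CO2; luminescence after luciferase reagent (12 min RT). Inhibition counted as the undesired cytotoxic outcome.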
PTHR1 ag: qHTS for PTHR1 Agonists: Primary Screen | Potency, µM (doses to about 115 µM), for inactives: at the top dose activation, actives largely listed as activators | Parathyroid hormone/parathyroid hormone-related peptide receptor (Homo sapiens), Q03431 | AID 743266, 2014 | HEK293 GP2 PTHR1 cells, GloSensor cAMP luminescence, 1 h | actives 0.075% (n = 410,000); further: potency means the concentration at half of the fitted maximal effect; nearly all actives have a fitted effect of over 55% in size; some results filed as inactive show a strong effect at the top dose; inactives centre near -15; many of its hits are not listed in these tables
Target sequence (Q03431 whole entry, looked up): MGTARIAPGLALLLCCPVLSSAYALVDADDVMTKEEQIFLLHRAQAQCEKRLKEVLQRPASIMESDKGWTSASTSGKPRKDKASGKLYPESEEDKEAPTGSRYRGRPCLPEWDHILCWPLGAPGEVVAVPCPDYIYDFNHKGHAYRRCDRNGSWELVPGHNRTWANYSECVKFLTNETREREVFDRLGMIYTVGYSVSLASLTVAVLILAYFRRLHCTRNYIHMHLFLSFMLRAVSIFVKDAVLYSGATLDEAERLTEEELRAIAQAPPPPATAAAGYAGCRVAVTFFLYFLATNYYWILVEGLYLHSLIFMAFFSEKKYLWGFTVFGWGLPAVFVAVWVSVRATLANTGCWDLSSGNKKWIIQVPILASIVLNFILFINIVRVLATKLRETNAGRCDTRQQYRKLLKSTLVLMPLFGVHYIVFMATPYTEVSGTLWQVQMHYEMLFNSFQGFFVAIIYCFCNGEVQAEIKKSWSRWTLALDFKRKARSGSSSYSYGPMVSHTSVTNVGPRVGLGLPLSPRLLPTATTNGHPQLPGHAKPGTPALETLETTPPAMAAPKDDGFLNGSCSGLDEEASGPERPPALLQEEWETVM
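HEK-293-derived GP2 cells expressing PTHR1 and a GloSensor cAMP reporter, 3,000/well, plated overnight, given luciferin plus IBMX (each 0.5 mM as added) for 1 h at 37 °C, then compound for 1 h at 37 °C. Luminescence was read after 15 min at room temperature.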
PI5P4K alpha inh: qHTS for Inhibitors of phosphatidylinositol 5-phosphate 4-kinase (PI5P4K). Phosphatidylinositol 5-phosphate 4-kinase type-2 alpha (Homo sapiens), P48426. PI5P4Kalpha enzyme, ADP-Glo luminescence, 60 min; stronger effect = lower value. max response, %. actives 1.2% (n = 330,000). AID 652105, 2013; active means max response of -50% or lower; inconclusive means between -30% and -50%; inactive means -30% or higher; further: value at the top dose of about 77 µM; on the % scale 0 is the no-effect control and ±100 the full control effect
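PI5P4Kalpha ADP-Glo assay; 5 microM ATP final; 60 min RT reaction; HEPES pH 7.4/EGTA/CHAPS, 5% DMSO; controls lacking substrate or enzyme; luminescent end-point.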
GLP1R inv ag: qHTS of GLP-1 Receptor Inverse Agonists (Inhibition Mode); AID 624417, 2012; Potency, µM (titrated, usually from 38.3 µM), without a hit: top-dose activity change, negative = inhibition, usual class: inhibitors; HEK293 GLP-1R CRE-luciferase, luminescence, 24 h; GLP-1R form is constitutively active; actives 1.6% (n = 410,000); Glucagon-like peptide 1 receptor (Homo sapiens), P43220; further: potency means the concentration at half of the fitted maximal effect; on the % scale 0 is the no-effect control and ±100 the full control effect; nearly all actives have a fitted effect of over 55% in size
Target sequence (P43220 whole entry, looked up): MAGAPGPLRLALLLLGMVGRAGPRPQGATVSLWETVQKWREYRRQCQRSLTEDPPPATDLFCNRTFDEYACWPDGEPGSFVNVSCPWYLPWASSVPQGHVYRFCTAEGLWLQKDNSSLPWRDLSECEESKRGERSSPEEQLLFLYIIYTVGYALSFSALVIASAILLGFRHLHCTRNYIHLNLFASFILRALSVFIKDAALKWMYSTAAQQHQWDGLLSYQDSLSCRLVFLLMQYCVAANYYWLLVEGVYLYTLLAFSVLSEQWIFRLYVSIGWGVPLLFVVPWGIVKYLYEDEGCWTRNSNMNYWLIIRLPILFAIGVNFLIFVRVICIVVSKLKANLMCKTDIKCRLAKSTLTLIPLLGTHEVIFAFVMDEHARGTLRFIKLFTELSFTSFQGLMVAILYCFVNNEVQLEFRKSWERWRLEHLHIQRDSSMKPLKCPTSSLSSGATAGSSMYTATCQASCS
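Assay principle: reduced luminescence from a cAMP-responsive reporter in HEK293 cells co-expressing a constitutively active GLP-1R. Conditions: 24 hr compound incubation, 37 deg C, 5% CO2.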
EPAC1 antag: qHTS for Antagonist of cAMP-regulated guanine nucleotide exchange factor 3 (EPAC1): primary screen. Potency, µM (series often up to 115 µM), without a hit: at the top dose activity change, negative = inhibition, hits mostly inhibitors. actives 0.14% (n = 360,000). Rap guanine nucleotide exchange factor 3 (Homo sapiens), O95398. AID 720709, 2013. EPAC1 GEF assay, Rap1b-BODIPY-GDP exchange fluorescence;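 further: potency means the concentration at half of the fitted maximal effect; plate controls were vehicle for no effect and positive control for full effect; nearly all actives have a fitted effect of over 50% in size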
GLP-1R agonist: qHTS of GLP-1 Receptor Agonists; Glucagon-like peptide 1 receptor (Homo sapiens), P43220; HEK293 GLP-1R CRE-luciferase, luminescence, 4-6 h; cells express a hypersensitive GLP-1R form; Potency, µM (doses to about 45.6 µM), inactives show at the top dose activation, most hits filed as activators; actives 0.007% (n = 380,000); AID 624172, 2012; further: potency means the concentration at half of the fitted maximal effect; % of control where 0% means no effect
The depositor's hits bear a star; i = inactive; ? = inconclusive; / = not tested or not shown; [ ] = another dose, or the depositor's remark. Unless noted, the call rests on the fitted dose curve; in most records, active means well fitted curve in the direction sought with a large enough effect; inconclusive means small, poorly fitted or top-dose-only effect, or another doubt; inactive means no such curve, though single readings can be large; an effect the other way counts as inactive or inconclusive.

SMILES | PLK1 PBD block | EPAC1 ag | IL-2 act | GLP1R cytotox | PTHR1 ag | PI5P4K alpha inh | GLP1R inv ag | EPAC1 antag | GLP-1R agonist
CCSc1nnc(NC(=O)c2cc(-c3ccc(C)c(C)c3O)n[nH]2)s1 | -9% | 11% | -0.5 | -3% | i | 4 | 11% | -7% | -4%
CC(C)CCNC(=O)C(c1ccco1)N(Cc1cccs1)C(=O)Cn1nnc2ccccc21 (stereo not given) | -9% | 0% | 2.8 | 0% | i | -6 | -1% | 0% | -2%
COc1ccc(CCNC(=O)[C@H](C)N2C(=O)N3CCc4c([nH]c5ccccc45)[C@@]3(C)C2=O)cc1OC | -3% | -12% | -0.7 | -8% | -37%[inhibitor] | -2 | ? | -13% | -4%
CC1=[N+](C)c2ccc3ccccc3c2C1(C)C | -29% | 16% | -0.7 | -29% | -21% | -5 | -10% | -4% | -3%
CCOC(=S)SCC(=O)Nc1nc(-c2ccc(Br)cc2)cs1 | -17% | -2% | -6.4 | 5µM* | -29% | 1 | 0% | -15% | -4%
CCOc1ccc(CN(C(=O)c2cc3ccccc3oc2=O)C2CCS(=O)(=O)C2)cc1 (stereo not given) | -12% | -2% | 0.1 | -2% | -36%[inhibitor] | -1 | 24% | -12% | 8%
O=C(CSc1ccc(Cl)cc1)NC(=O)c1ccccc1 | 12µM* | -1% | -0.2 | 10% | ? | -2 | 4% | -29% | -6%
O=C(O)[C@@H]1CCCN(S(=O)(=O)c2cccc3cccnc23)C1 | 2% | 1% | 0.9 | 1% | 10% | 11 | 18% | -7% | -3%
CCCCn1c(=O)[nH]c(=O)c2c1nc(-c1ccc(C#N)cc1)n2C1CCCC1 | ? | 0% | 0.5 | -13% | i | ? | -6% | -7% | -5%
Cc1cc(C)c(C#N)c(SCc2cn3c(C)cccc3n2)n1 | 0% | 5% | 0.5 | -14% | -3% | 17 | 33%[activator] | -2% | 22%
CCOc1cc(/C=C2/C(=N)N3C(=NC2=O)SN=C3S(=O)(=O)CC)ccc1OC(=O)c1ccco1 | 27µM* | -21% | 11 | -6% | i | ? | -1% | -19% | -8%
O=C(Cn1c(=O)c2c3c(sc2n(Cc2ccccc2)c1=O)CCCC3)NCCO | -24% | 2% | 0.4 | -11% | i | 0 | ? | -19% | 17%
CCCCn1c(=O)c2c(nc3n2CCCN3Cc2ccccc2)n(C)c1=O | -9% | -2% | -0.4 | 9% | -17% | 6 | 1% | 3% | 5%
CCN(CC)CCNC(=O)c1ccc(CS(=O)(=O)c2ccc(Br)cc2)o1 | -7% | -7% | -2.1 | 16% | -1% | 1 | ? | -8% | -5%
CC1(c2ccc(Cl)cc2)NC(=O)N(CC(=O)NC(=O)NCc2ccco2)C1=O (stereo not given) | -4% | 7% | -1.6 | -5% | -20%[57.5 µM] | / | 0% | -5% | 12%
CCc1ccccc1NC(=O)CN(C)C(=O)Cn1cc(C(F)(F)F)cc(Cl)c1=O | -13% | -2% | -0.3 | 4% | i | 2 | 6% | 0% | -3%
O=c1c(S(=O)(=O)c2ccc(Cl)cc2)cn(Cc2ccccc2F)c2ccc(F)cc12 | -4% | 7% | -0.8 | -8% | -2% | -7 | 14% | -8% | 3%
CCCCn1c(SCC(=O)NC(C)CC)nc2ccc(N3CCOCC3)cc2c1=O (stereo not given) | -2% | -6% | 0.2 | -5% | i | -8 | 8% | -17% | 0%
O=C(CN1CCN(Cc2ccccc2)CC1)N=Nc1c(O)[nH]c2ccccc12 | -2% | 10% | 1.3 | 18% | i | -9 | 39%[activator] | -7% | 8%
Cc1cc(-n2c(C)cc(C(=O)CSc3nncn3C)c2C)no1 | -11% | -1% | -1.0 | 0% | i | -15 | 1% | ? | 11%
C=CCn1c(SCC(=O)c2cc(C)n(CC3CCCO3)c2C)nnc1-c1ccccc1 (stereo not given) | -24% | 3% | 2.4 | 6% | 14% | 2 | ? | -15% | 6%
COc1ccc(NC(=O)c2cc(-c3ccccc3)oc2C)cc1 | -20% | 23% | 0.3 | -1% | -10% | 5 | -5% | -10% | 4%
COc1ccc(Nc2ncnc3scc(-c4ccc(OC)cc4)c23)cc1 | 0% | 13% | -0.7 | ? | -12% | -13 | ? | -5% | 13%
Nc1nc(N)c2c(n1)CN(Cc1ccc(Cl)cc1)C2 | -14% | 12% | -1.5 | -14% | i | ? | 45%[activator] | 9% | 9%
COc1ccc(/C=N\NC(=O)c2cc(O)c(O)c(O)c2)cc1CN1CCN(c2ccc(F)cc2)CC1 | ? | 2% | -0.4 | -5% | -7% | -25 | -4% | -21% | -27%
O=C(CN1C(=O)NC2(CCc3ccccc32)C1=O)c1c[nH]c2ccccc12 (stereo not given) | -1% | 10% | -3.6 | -6% | -2% | -20 | ? | ? | 13%
Cc1ccc(-c2noc(CN(C(=O)CCCCCN3C(=O)c4ccccc4C3=O)C(C)C)n2)cc1 | -2% | 3% | -0.7 | -7% | -74%[inhibitor][57.5 µM] | 11 | 6.3µM* | 0% | 3%
CC(C)(C)C(=O)NC(NC(=O)C(C)(C)C)c1ccc([N+](=O)[O-])cc1 | -1% | 4% | 0.5 | -4% | i | 5 | 15% | -12% | -2%
Cn1cnnc1SCC(=O)NCc1ccccc1 | 7% | -7% | -0.2 | 4%[7.66 µM] | -11% | 1 | 8%[7.66 µM] | 0% | -2%
COc1ccc(CN(C)CC(=O)Nc2cccc(S(N)(=O)=O)c2)c(OC)c1OC | -17% | 4% | 0.0 | 9% | -61%[inhibitor] | 4 | 16% | -27% | -1%
Cc1nn(-c2ccccc2)c(-n2cccc2)c1C(=O)O | 9% | -6% | 0.5 | 4%[1.53 µM] | i | -7 | 4% | 17% | 4%
Cc1c(Cl)cnc(NC(=O)COC(=O)[C@H](C)NC(=O)c2ccccc2)c1Cl | -19% | -10% | 8.5 | 3% | 5% | -27 | 9% | -25% | -3%
COc1nc(Nc2ccccc2F)nc(OC)n1 | -6% | 6% | -1.2 | -4% | 9% | 6 | 147%[activator] | -9% | 4%
O=C(COc1ccccc1C(=O)c1cnn(-c2ccccc2)c1)Nc1ccc2ccccc2c1 | -3% | 18% | -1.4 | 105%[activator] | i | 0 | 4% | -4% | 1%
CCOC(=O)C1=C(O)/C(=C/c2cc(OC)c(OC)c(OC)c2)SC1=Nc1ccc(OC)cc1 | -7% | 4% | -0.2 | ? | -24%[57.5 µM] | 2 | 8% | -13% | 38%
CN(CC(=O)Nc1cccc(F)c1)C(=O)CSc1ccccc1F | 24µM* | 21% | 0.5 | 2% | -79%[inhibitor] | ? | ? | -17% | -6%
O=S(=O)(O)c1cnccc1Nc1cccc(C(F)(F)F)c1 | 3% | 3% | -3.6 | 6% | i | -12 | 9% | -6% | 5%
CN(CCC#N)C(=O)COC(=O)c1cccnc1Nc1ccccc1F | 27µM* | 9% | -1.5 | 1% | -12% | 0 | 3% | 13% | 1%
Cc1ccc(/C=N/N2CCN(Cc3ccccc3)CC2)s1 | -2% | 5% | -1.5 | -20% | i | 1 | 0% | 3% | 3%
Cc1nn(CC#N)c(=O)n1-c1ccc(F)cc1 | -7% | -7% | -0.8 | 7% | i | 3 | 11% | 1% | -7%
COc1ccc(NC(=O)CNc2ccc(OC)c(S(=O)(=O)N3CCOCC3)c2)cc1 | 0% | 5% | -0.6 | -6% | -6% | 1 | -3% | 1% | -4%
COCCn1c(N)c(Sc2ccccc2)c(=O)[nH]c1=O | -19% | 4% | 0.7 | 7% | i | 2 | 22% | 8% | 7%
Cc1c(C(=O)OCC(C)(C)CN(C)C)oc2ccccc12 | -1% | -7% | -2.7 | -7% | i | 0 | ? | 21% | 7%
CC(=O)N1c2ccc(S(=O)(=O)NCC3CCC(C(=O)Nc4cccc(C)n4)CC3)cc2CC1C (stereo not given) | ? | 1% | -3.7 | -5% | -43%[inhibitor] | -11 | -11% | -5% | -1%
COc1cccc(CNC(=O)Cc2c(C(=O)O)[nH]c3ccccc23)c1 | -2% | -2% | -1.7 | -27% | i | / | 0% | 16% | -4%
CC1(C)CSC(=S)N1S(=O)(=O)c1ccccc1 | -6% | 8% | -3.5 | 9% | -2%[57.5 µM] | / | -16% | -22% | -1%
COc1ccc(/C=C/C(=O)c2cc(Br)ccc2O)cc1OC | 2% | 1% | 0.1 | 6% | -70%[inhibitor] | -4 | 0% | -8% | 2%
C/C(=N\N=C1\NC(=O)C(CC(=O)Nc2ccc(C)c(Cl)c2)S1)C(C)(C)C (stereo not given) | -14% | 7% | -3.0 | 16% | -3% | 30 | 11µM* | ? | 9%
Cc1cc(NC(=O)CON=C(N)CC(=O)Nc2ccccc2Cl)ccc1Br | -2% | 0% | -0.5 | -3% | -17% | ? | 10µM* | -10% | 4%
N#Cc1c(N)nc2c(c1-c1ccccc1)CCC2 | -6% | -5% | -5.8 | 20% | i | ? | 0% | 8% | 16%
CN(C)C(=O)c1nc2ccc(Cl)cn2c1CNCc1ccccc1OC(F)(F)F | -6% | -14% | -1.7 | -3% | i | 0 | ? | -4% | 6%

A portion of the library; rates above refer to the full screens.
